HUVEC tox IL1B: cytotoxicity in IL-1B stimulated HUVEC, primary screen, cytotoxicity control for IL-1B NFkB translocation project, imaging, Hoechst nuclear count, IL-1B stimulus. HUVEC cell count loss. cell count reduction, % at 2 µM. 94,000 tested, 0.41% active. AID 845, 2007;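 active means cell count reduction more than 3 SD above the screen-wide mean, cut at about 70% in these data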;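 further: normalized per plate to untreated control cells as the no-loss baseline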
PLK1 inh: human PLK1 kinase inhibitors, primary screen, biochemical, TR-FRET. recombinant PLK1 kinase, TR-FRET peptide phosphorylation. inhibition, % at 10 µM. Serine/threonine-protein kinase PLK1 (Homo sapiens), P53350. 97,000 tested, 0.53% active. AID 619, 2007;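 active means inhibition of 50% or more in the single-concentration screen; inactive means inhibition below 50%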;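 further: 0% = DMSO max control and 100% = H-89 dihydrochloride min control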
sEH inhibitor: soluble epoxide hydrolase inhibitors, primary screen, biochemical, human sEH | Bifunctional epoxide hydrolase 2 (Homo sapiens), P34913 | recombinant human sEH enzymatic activity assay | inhibition, % at 2 µM | 91,000 tested, 0.34% active | AID 707, 2007; in the data active means inhibition above about 80%; further: values of inactives mirror those of a sister screen read the other way; many of its hits are not listed in these tables
Target sequence (P34913 whole entry, looked up): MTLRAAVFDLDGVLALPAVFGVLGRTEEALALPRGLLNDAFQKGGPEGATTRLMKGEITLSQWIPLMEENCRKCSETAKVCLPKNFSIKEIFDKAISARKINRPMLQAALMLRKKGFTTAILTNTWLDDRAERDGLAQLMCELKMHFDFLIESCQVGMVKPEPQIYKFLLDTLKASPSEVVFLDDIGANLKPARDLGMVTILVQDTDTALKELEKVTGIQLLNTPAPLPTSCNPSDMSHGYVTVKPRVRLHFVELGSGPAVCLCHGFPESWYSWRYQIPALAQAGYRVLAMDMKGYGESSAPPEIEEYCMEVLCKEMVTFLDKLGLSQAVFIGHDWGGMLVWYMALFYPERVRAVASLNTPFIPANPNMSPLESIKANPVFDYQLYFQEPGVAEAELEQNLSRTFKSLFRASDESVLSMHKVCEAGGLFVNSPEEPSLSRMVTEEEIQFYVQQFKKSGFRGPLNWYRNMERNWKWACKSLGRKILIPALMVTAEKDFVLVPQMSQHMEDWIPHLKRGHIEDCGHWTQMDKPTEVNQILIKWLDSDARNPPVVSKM
HUVEC tox TNFa: cytotoxicity in TNFa-stimulated HUVEC, primary screen, cytotoxicity control for VCAM1 expression modulator project, imaging, Hoechst nuclei count | cell count reduction, % at 2 µM | HUVEC TNFalpha-stimulated, Hoechst cell count | 93,000 tested, 0.17% active | AID 848, 2007;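 active means cell count reduction exceeding the screen mean by over 5 SD, scaled to untreated wells per plate, cut at about 78% in these data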;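 further: cells counted after 24 h of TNF alpha exposure following the 1 h pretreatment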
E coli WT exp: growth inhibitors of wild-type E. coli, primary screen, strain BW25113, expanded library, OD600 | OD600 absorbance | growth inhibition, % at 100 µM | 98,000 tested, 0.15% active | AID 710, 2007;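 active means growth inhibition above about 50% at one test dose, limit read from the data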;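 further: growth measured after 20 h incubation at 37 °C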
VCAM1 TNFa inh: inhibitors of TNFa-induced VCAM1 expression, primary screen, imaging, HUVEC, TNFa stimulus, immunofluorescence. HUVEC TNFa-induced VCAM-1 immunofluorescence, high-content imaging. inhibition, % at 2 µM. 95,000 tested, 0.48% active. AID 802, 2007;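 active means inhibition above the batch mean plus 3 SD, with images confirmed as a hit by eye, cut at about 37% in these data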;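 further: 0% = TNF-stimulated DMSO wells and 100% = unstimulated control wells; not every result past the cut was called active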
DAT uptake mod: changed hDAT dopamine uptake under cocaine IC80, either direction, primary screen, cocaine antagonist project, cell-based, LLC-PK1 hDAT, [14C]-dopamine uptake, MLSMR | 110,000 tested, 1.3% active | LLC-PK1 hDAT cells, [14C]-dopamine uptake with cocaine IC80; actives deviate in either direction | B-score at 10 µM | AID 449768, 2010;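 active means Z score or B-score, a plate-position-corrected score, falls beyond the plate's 99.7% confidence bounds, in either direction; inactive means both scores lie inside the 99.7% bounds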;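 further: scored against the spread of the other compound wells on the same plate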
PLK1 PBD inh: Plk1 polo box domain binding inhibitors, primary screen, biochemical, fluorescence polarization. Serine/threonine-protein kinase PLK1 (Homo sapiens), P53350. Plk1 PBD phosphopeptide binding. inhibition, %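 (tested at about 20 µM)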. 97,000 tested, 0.13% active. AID 693, 2007; in the data active means inhibition above about 34%, passing the limit was not always enough
cytoskel mod: modifiers of F-actin cytoskeleton organization, primary screen, imaging, HUVEC, phalloidin staining, high-content imaging | HUVEC TNFa F-actin phalloidin imaging | inhibition, % at 2 µM | 91,000 tested, 0.18% active | AID 836, 2007;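 active means inhibition above the batch mean plus 3 SD and confirmed as a hit by visual image inspection, cut at about 30% in these data, passing the limit was not always enough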; further: strong numbers were not always called active
* = called active by the depositor; . = no result given.

SMILES	PLK1 PBD inh	E coli WT exp	cytoskel mod	sEH inhibitor	VCAM1 TNFa inh	PLK1 inh	HUVEC tox IL1B	DAT uptake mod	HUVEC tox TNFa
CCOc1ccccc1OCCOc1ccccc1CC	-10	3	-5	-10	13	-16	-14	-0.44	2
Cc1ccc(C(=O)NC(Cc2c[nH]c3ccccc23)C(=O)O)o1 (stereo unspecified)	4	-2	-28	16	2	4	-25	0.00063	-13
CC1=C(C(=O)Nc2ccccc2)C(c2ccco2)n2ncnc2N1 (stereo unspecified)	-2	-17	-1	1	5	5	-20	0.034	-10
CC1(C)CC(=O)C2=C(C1)Nc1ccccc1NC2c1nc2ccccc2[nH]1 (stereo unspecified)	31	4	-1	1	13	-14	-24	1.1	-20
O=C(c1cccs1)N1CCC(c2nc3c(nnn3Cc3ccccc3)c(=O)[nH]2)CC1	15	-1	-5	-1	6	-3	5	0.18	-7
O=C(Oc1ccccc1Cl)c1ccc(-n2cncn2)nc1	20	-1	-22	-1	10	-16	-17	-1.6	9
O=C(CSc1nnc(-c2cccc(S(=O)(=O)N3CCCCC3)c2)o1)c1ccc[nH]1	2	-4	-9	14	3	-5	-22	0.068	-8
CCCCN(CC)CCNS(=O)(=O)c1ccc2c(c1)oc(=O)n2C	-32	9	-13	.	11	-4	-38	-1	-4
O=C(NCCc1ccccc1)c1ccc(Cl)c([N+](=O)[O-])c1	29	12	17	9	0	-9	-14	0.25	8
O=C(CCCOc1ccc(Cl)cc1Cl)N1CCCc2ccccc21	-21	0	4	0	-16	-10	-8	0.072	-5
O=C(Nc1ccccc1Br)C1CCC(=O)N1Cc1ccccc1Cl (stereo unspecified)	7	1	.	.	.	-13	.	-0.49	.
CCCc1cc2c(c(NC(C)=O)n1)c(=O)oc1ccccc12	1	4	.	0	.	19	78*	1.1	.
CCn1nnnc1SCCSc1nnnn1CC	-14	-2	12	3	0	-7	0	-0.55	-5
O=C(COc1ccccc1)Nc1ccc(S(=O)(=O)NCc2ccco2)cc1	-6	-1	-6	-15	-10	-13	-12	-0.063	-15
CCS(=O)(=O)NCCc1csc(-c2cccnc2)n1	-6	6	7	-2	8	-15	6	-0.099	-21
CCC(=O)Nc1cc(-c2nn3c(C)nnc3s2)ccc1C	15	2	-8	-16	-4	-3	4	-0.15	0
CCn1c(C(=O)N2CCc3ccccc3C2)cc2sccc21	14	-8	-11	7	-4	0	-14	1.1	-21
CC(C)(C)c1cnnn1-c1ccc(-c2csc(N)n2)cc1	-1	5	7	.	12	-8	.	0.14	-2
CC(=O)c1ccc(NC(=O)C(Cc2ccccc2)NC(=O)c2ccco2)cc1 (stereo unspecified)	-9	1	18	.	0	-8	-11	1.1	-22
COc1ccc(C2CC(c3ccc(Cl)cc3Cl)n3nc(N)nc3N2)cc1 (stereo unspecified)	-20	-8	-1	-2	-10	-10	12	-0.48	36
CCCC(=O)N1CCN(c2ccc(NC(=S)NC(=O)CC)cc2)CC1	6	-5	12	5	-13	-6	-4	-0.27	.
CCN(C(=O)C1CCCCC1)c1nnc(-c2cccnc2)s1	-5	4	12	2	1	-3	2	-0.026	-2
CCC(C)NC(=O)Nc1ccc2c(c1)N(C)C(=O)c1ccccc1S2 (stereo unspecified)	16	2	2	88*	-1	-3	-2	1.1	-23
CCCC/C(O)=N\S(=O)(=O)c1ccc(N=NN(C)C)cc1	-15	.	5	-19	10	-4	6	-0.34	-19
c1ccc(C2=Nn3c(nnc3-c3ccccn3)SC2)cc1	7	6	7	8	6	-20	-249	-1.2	-11
CCOC(=O)C(Cc1ccccc1)C(=O)Nc1nccs1 (stereo unspecified)	9	3	-6	1	11	-12	-35	-0.046	-34
CC1(C)CC(=O)C(=CN2CCN(C(=O)c3ccco3)CC2)C(=O)C1	9	-4	-17	12	-8	1	10	0.57	-31
Cc1ccc(C)c(NC(=S)NCc2cccn2C)c1	8	4	1	-6	14	-9	-12	.	-25
Cc1cc(Nc2cccc(F)c2)nc(-c2ccccc2O)n1	-18	-6	-6	-8	.	-12	-2	-0.2	.
CCn1ccnc1C(O)c1ccc(N(C)C)cc1 (stereo unspecified)	36	-4	-25	-6	0	-14	-28	0.84	-15
COc1cccc(N2CCN(C3CC(=O)N(c4ccc(Cl)c(Cl)c4)C3=O)CC2)c1 (stereo unspecified)	-23	-2	2	10	17	-12	-22	-0.35	.
CCOc1ccccc1C1NC(=O)NC(C)=C1C(=O)OC1CCCC1C (stereo unspecified)	-17	3	17	2	-15	-2	-9	0.059	-12
CCOC(=O)c1sc(NC(=O)CCN2C(=O)c3cccc([N+](=O)[O-])c3C2=O)c(C(=O)OCC)c1C	3	-7	-12	1	10	-3	-3	0.8	-30
Cn1c(SCCC(=O)O)nnc1-c1ccncc1	7	.	-42	2	5	-8	-16	-0.77	-9
Cc1ccc2nc3c(cc2c1)CN(Cc1ccco1)C(=NCC1CCCO1)S3 (stereo unspecified)	22	-3	0	4	-3	-13	7	0.87	-2
COc1ccc(-c2nnc(-c3ccc(N(C)C)cc3)o2)cc1	14	-13	2	4	14	-13	0	0.41	-4
CC(=O)CSc1nsc(SCC(C)=O)c1C#N	-6	.	1	7	21	-7	-19	-0.39	-25
O=C(CN(Cc1ccco1)S(=O)(=O)c1ccccc1)N/N=C/c1cccc(O)c1	-24	1	-14	12	18	-7	-5	-1.5	-12
COc1ccc(-n2nnnc2-c2ccccc2)cc1	1	-4	-11	6	7	-9	.	-0.33	2
C#CC(C)(C)NC(=O)CSc1nc2c(c(=O)n(C)c(=O)n2C)n1CCCC	9	-2	-23	-4	12	-20	11	0.12	6
COc1cccc(OC)c1OCC(O)CN1CCN(c2ccccc2)CC1 (stereo unspecified)	-5	-4	2	-1	18	-15	12	-0.61	7
NC(=O)C(c1ncc(C(F)(F)F)cc1Cl)c1c(Cl)cccc1Cl (stereo unspecified)	19	3	-18	-15	-7	-7	-9	-0.087	12
CCOC(=O)C1=NN(c2ccccc2C)C2=NC(C)=C(C(=O)OC)C(c3cccs3)N12 (stereo unspecified)	-8	.	-8	7	-18	1	-4	0.35	-32
Fc1ccccc1Cn1nnc(-c2ccc3c(c2)OCO3)n1	-12	10	-6	-3	1	-3	5	0.7	-16
Cc1ccnc(SCC(=O)n2c3c(c4ccccc42)CC(C)CC3)n1 (stereo unspecified)	9	-2	34	-12	10	-9	-28	-0.62	10
O=C1C2C3C=CC(C3)C2C(=O)N1c1ccc(-c2nc3ccccc3o2)cc1 (stereo unspecified)	-17	-4	-32	-10	43	-23	-8	-1.1	54
CCCCCCC(C)n1[nH]c(=O)c2c(C)cc(=O)[nH]c21 (stereo unspecified)	16	-9	36	-1	-28	5	4	-0.033	.
CN(C(=O)c1c(Cl)nc2sccn12)C1CCCCC1	-11	-2	4	3	39	-10	10	-0.76	2

Quoted at random: two compounds from above.
SMILES	PLK1 PBD inh	E coli WT exp	cytoskel mod	sEH inhibitor	VCAM1 TNFa inh	PLK1 inh	HUVEC tox IL1B	DAT uptake mod	HUVEC tox TNFa
O=C(NCCc1ccccc1)c1ccc(Cl)c([N+](=O)[O-])c1	29	12	17	9	0	-9	-14	0.25	8
Cc1ccc(C)c(NC(=S)NCc2cccn2C)c1	8	4	1	-6	14	-9	-12	.	-25

Later entries.
SMILES	PLK1 PBD inh	E coli WT exp	cytoskel mod	sEH inhibitor	VCAM1 TNFa inh	PLK1 inh	HUVEC tox IL1B	DAT uptake mod	HUVEC tox TNFa
COc1cccc(OCC(=O)NC2CCCCC2)c1	-6	8	-24	-3	11	-11	-62	0.42	-22
Cc1ccc2[nH]c(=O)c(-c3nc4ccccn4c3NCc3ccco3)cc2c1	19	-5	-12	3	-7	-23	8	1.1	16
CCSc1nc2ccccc2n1C(=O)c1ccc(S(=O)(=O)N2CCCCC2)cc1	-24	4	6	6	4	-7	8	-1.1	-20
CCc1ccc(C(=O)COc2ccc(NC(C)=O)cc2)cc1	-16	2	-12	5	-16	-9	-11	0.11	-9
O=C(CSc1ccc2nnc(-c3ccccn3)n2n1)Nc1ccc2c(c1)OCO2	2	-3	-8	6	-4	-12	-13	0.51	3
Cc1nc(SCC(=O)N2c3ccccc3Sc3ccccc32)n[nH]1	13	-1	12	-2	13	-15	2	0.39	-3
CNc1cccccc1=S	21	-12	-2	-18	-5	-14	-3	-1.2	-14
O=C(Nc1ccc2c(c1)OCCO2)C1CCC1	-16	10	-6	3	-3	-8	-32	-0.35	-2
COC(=O)c1ccc(=O)n(-c2ccc(OC)cc2)c1	-21	7	18	-3	1	-5	-10	-0.5	-3
COC(=O)c1nnn(-c2ccccc2)c1N	-6	-2	2	22	-18	-9	-37	0.26	.
O=c1[nH]c2ccc(NC(=S)Nc3ccc(Cl)cc3Cl)cc2[nH]1	4	-8	3	-14	-14	-9	1	-0.9	-27
O=C(CN1C(=O)c2ccccc2S1(=O)=O)N1CCN(c2ccccc2)CC1	-39	0	-8	9	-7	-10	-16	0.11	12
Cc1n[nH]c(=O)nc1NCc1ccccc1	-19	-3	-6	-3	89*	-14	-22	-0.035	77
COc1ccc(CCNC(=O)c2cccnc2)cc1	-6	-1	2	-8	-9	1	-15	-0.54	6
CCOC(=O)c1oc2cc(C)cc(O)c2c(=O)c1-c1csc(C)n1	-4	5	7	14	0	-8	-11	-0.68	-11
CCCNC(=O)COC(=O)c1ccc(S(=O)(=O)N2CCCCCC2)cc1	0	-3	-25	14	-8	-8	-18	0.015	-1
CCCCNC(=O)Nc1c(C(=O)OC)[nH]c2ccc(C)cc12	-11	-5	-8	4	8	-5	-36	-0.7	-8
Cc1c(C(=O)N2CCOCC2)oc2ccc(S(=O)(=O)N3CCCC3)cc12	8	.	-31	-9	26	-8	-3	0.28	15
CC1CC(C)CN(c2ccc(-n3cnnn3)cc2[N+](=O)[O-])C1 (stereo unspecified)	-10	-7	3	8	15	-5	2	-1.1	-5
COC(=O)/C=C(\C)NC(=O)c1cccs1	-1	9	13	6	-7	-13	-8	-0.59	-11
O=C(ONc1ccc(N=NC(=O)c2ccccc2O)cc1)c1ccccc1	-24	-25	-57	-2	15	-8	.	0.01	10
Cc1ccc(S(=O)(=O)NCCN2CCOCC2)cc1	-3	-3	.	-10	-6	-6	6	-0.45	-23
O=C(O)c1oc2ccc(Br)cc2c1-n1cccc1	-14	.	-4	-7	6	-7	9	-0.41	7
Fc1ccccc1NC(=S)NCCc1ccccc1	0	8	-8	-10	-20	-6	60	0.48	-5
Cc1ccc(S(=O)(=O)/N=C(\CN2CCOCC2)N2CCOCC2)cc1	-33	-10	-10	-11	7	-17	.	-0.78	-5
CCOC(=O)N1CCC(N2CC34C=CC(O3)C(C(=O)Nc3ccc(F)cc3)C4C2=O)CC1 (stereo unspecified)	3	-8	-3	-18	19	-14	-25	0.22	58
N#Cc1cccc(NC(=O)N2CCC(c3nc4c(nnn4Cc4cccc(Cl)c4)c(=O)[nH]3)CC2)c1	21	-10	3	-3	-27	-8	1	0.042	-7
